aDG glyco act: activators of alpha-DG glycosylation, primary screen, uHTS, Pro5-aDG cells, AlphaScreen; hit rate 0.22% among 360,000; alpha-DG glycosylation AlphaScreen (IIH6); 0% Pro5, 100% B10-LARGE cell signal; activation, % at 10 µM;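 active means activation of at least 8% versus controls, or a plate z-score of at least 8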;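 further: Pro5 are CHO cells carrying HIG-tagged alpha-DG that lacks glycosylation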
NR2E3 ag-1: inhibitors of NR2E3-RetCOR corepressor binding, primary screen, NR2E3 agonist project, biochemical, TR-FRET, GST-NR2E3, biotin-RetCOR. AID 2300, 2010. Photoreceptor-specific nuclear receptor (Homo sapiens), Q9Y5X4. 1536-well. inhibition of corepressor binding, % at 4.78 µM. hit rate 0.12% among 320,000;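 active means percent inhibition above the cutoff of mean plus 3 SD of all tested compounds, set per screening campaign, cut at about 20% in these data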;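 further: 0% = DMSO wells and 100% = biotin wells as full block of FRET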
Target sequence (Q9Y5X4 whole entry, looked up): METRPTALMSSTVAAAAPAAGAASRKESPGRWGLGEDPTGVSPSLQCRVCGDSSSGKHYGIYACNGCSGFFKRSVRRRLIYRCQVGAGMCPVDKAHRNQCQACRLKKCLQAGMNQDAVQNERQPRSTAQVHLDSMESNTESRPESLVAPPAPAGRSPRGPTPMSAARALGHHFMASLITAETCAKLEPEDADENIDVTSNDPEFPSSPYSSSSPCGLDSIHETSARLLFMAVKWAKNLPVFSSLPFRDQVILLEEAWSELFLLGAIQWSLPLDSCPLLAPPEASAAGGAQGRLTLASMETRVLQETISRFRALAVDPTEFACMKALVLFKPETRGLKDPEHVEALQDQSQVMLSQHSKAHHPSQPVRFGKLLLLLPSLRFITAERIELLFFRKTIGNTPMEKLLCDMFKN
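Test system – NR2E3–RetCOR corepressor complex · Quantity – NR2E3 fusion 1.35 nM · Buffer or medium – Tris pH 7.5 · Incubation – Compound–protein incubation for 5 h at 4 °C · Technique – TR-FRET, Eu(K)-anti-GST donor, streptavidin-D2 acceptor, ex 340, em 617/671 nm · Evaluation – percent inhibition of 671/617 nm emission ratio versus biotin and DMSO controls · Plate – 1536-well format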
Vif imaging: HIV Vif self-association inhibitors, primary screen, imaging, HEK293T, single point | HEK293T cells, Vif self-association by quenched fluorescence, 24 h | inhibition, % at 7.49 µM | hit rate 0.35% among 340,000; in the data active means inhibition above about 50%, passing the limit was not always enough; further: some results filed as inactive read as strong as hits
NR2E3 ag-2: NR2E3 agonists in two-hybrid cells, primary screen, cell-based, luminescence, CHO-S, Gal4-NCOR/VP16-NR2E3. Photoreceptor-specific nuclear receptor (Homo sapiens), Q9Y5X4. luciferase. inhibition of corepressor binding, % at 3.98 µM. hit rate 0.35% among 360,000. AID 602229, 2012;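 active means inhibition above the mean of all tested compounds plus 3 SD, cut at about 70% in these data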;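 further: 0% = DMSO with NR2E3 transfected cells and 100% = cells lacking NR2E3 construct; higher means lower luciferase signal from less NR2E3 corepressor binding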
hiPSC survival: enhancers of single-cell hiPSC survival, primary screen, ATPlite luminescence. 100% = ROCK inhibitor wells, 0% = DMSO. survival enhancement, % at 20 µM. hit rate 0.044% among 360,000. AID 602274, 2012; in the data active means survival enhancement above about 18%;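 further: cells exposed to compounds for 16 hours before the ATP read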
PDI inh: inhibitors of human PDI, primary screen, biochemical, turbidity, single point, plate reader | Protein disulfide-isomerase (Homo sapiens), P07237 | AID 588391, 2011 | hit rate 0.052% among 350,000 | PDI insulin aggregation turbidity, A650, 90 min | inhibition, % at 10 µM;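 active means mean inhibition across replicates of 30% or more, whatever share of single replicates reach that level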;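 further: absorbance from insulin aggregation driven by PDI reduction with DTT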
Target sequence (P07237 whole entry, looked up): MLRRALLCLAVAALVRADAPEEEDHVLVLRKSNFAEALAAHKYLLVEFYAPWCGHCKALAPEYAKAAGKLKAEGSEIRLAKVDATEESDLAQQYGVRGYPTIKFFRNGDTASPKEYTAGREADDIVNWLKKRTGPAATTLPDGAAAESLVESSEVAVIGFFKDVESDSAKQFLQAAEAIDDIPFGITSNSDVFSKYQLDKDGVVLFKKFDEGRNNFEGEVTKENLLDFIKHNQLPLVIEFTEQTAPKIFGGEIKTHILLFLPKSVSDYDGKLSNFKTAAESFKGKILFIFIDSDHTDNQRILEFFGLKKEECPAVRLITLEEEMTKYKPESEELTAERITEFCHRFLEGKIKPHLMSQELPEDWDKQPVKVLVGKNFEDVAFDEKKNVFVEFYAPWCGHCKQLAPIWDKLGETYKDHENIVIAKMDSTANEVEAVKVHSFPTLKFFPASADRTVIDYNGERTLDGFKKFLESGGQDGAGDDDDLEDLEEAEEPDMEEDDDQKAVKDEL
TRPM1 prom inh: inhibitors of MITF-dependent TRPM1 promoter reporter, primary screen, cell-based, SK-MEL-5, single point, luciferase; SK-MEL-5 TRPM1 promoter luciferase, 24 h; inhibition, % at 12.5 µM; hit rate 0.83% among 330,000; AID 488899, 2010;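 active means mean inhibition across replicates of 60% or more, whatever share of single replicates reaches that level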; further: values of inactives mirror those of a sister screen read the other way
Exocytosis inh: LAMP-1 surface exposure blockers, TALL-104 cells – cell-based, flow cytometry, MLPCN library, primary screen | TALL-104 LAMP-1 surface exposure; cells stimulated with thapsigargin and PMA | inhibition, % at 10 µM | hit rate 0.66% among 360,000;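 active means inhibition above about 55%, limit read from the data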
HIF-2a block: HIF-2a reporter inhibitors, primary screen, luminescence, 786-0 RCC cells; inhibition, % at 18.8 µM; hit rate 0.72% among 360,000; 786-0 RCC cells HIF-2a reporter, luciferase luminescence, overnight;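 active means inhibition of the luminescence signal of 40% or more relative to plate controls, in a single-dose primary screen at 18.75 µM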
Peg3 promoter: Peg3 promoter-driven luciferase inhibitors, primary screen, cell-based, HeLa, luciferase luminescence; hit rate 1.7% among 360,000; HeLa PEG-Prom luciferase reporter, overnight; inhibition, % at 20 µM;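 active means inhibition of at least 50% at 20 µM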
CaV13 FRET inh: Disruptors of the CACNA1D IQ motif to Ca2+-dependent inactivation inhibitor domain association, primary screening, Förster resonance energy transfer in intact living …; HEK cells, CFP/YFP FRET ICDI-IQ, plate reader, 10 min; percent FRET-ratio fall versus neutral wells; inhibition, % at 12.3 µM; hit rate 0.098% among 340,000;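 active means mean replicate inhibition of at least 30% and at least 1% of replicates passing that level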;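 further: 0% = median of the neutral control wells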
* = called active by the depositor; · = not tested or not shown.

no.	canonical_smiles	aDG glyco act	NR2E3 ag-1	Vif imaging	NR2E3 ag-2	hiPSC survival	PDI inh	TRPM1 prom inh	Exocytosis inh	HIF-2a block	Peg3 promoter	CaV13 FRET inh
1	O=C(O)CCN1CCN(S(=O)(=O)c2ccc3ccccc3c2)CC1	0.0	0	8	9	0.9	-17	-6	1	21	16	-20
2	CCCNC(=O)N1CCN(C(=O)NCCC)CC1	0.0	2	·	-1	4.0	4	-1	6	27	7	-4
3	CCc1[nH]nc(C(=O)N/N=C/c2ccncc2)c1C	0.0	-6	-2	-94	-0.5	-8	-36	2	-120	-107	-6
4	CCOc1ccc2nc(N3CCCC(C(=O)NCCCN4CCCCC4)C3)sc2c1 (configuration not stated)	0.5	-1	1	-34	-0.5	2	-44	6	-128	-51	-5
5	CCn1c(/C=N/NC(=O)c2ccc(OC)cc2)nc2ccccc21	0.8	-3	-4	-15	3.0	-5	2	2	-38	-5	·
6	CC(=O)c1cccc(NC(=O)CSc2ccc(-c3cccnc3)nn2)c1	-0.3	·	-2	-13	-0.3	3	-9	32	13	5	-9
7	Cn1c(=O)c2[nH]c(-c3ccccc3)c(O)c2n(C)c1=O	0.6	-10	-9	4	2.4	-18	-5	6	-2	7	-6
8	CCN(CC)CCNC(=S)Nc1ccc2nc(N3CCCC3)cc(C)c2c1	1.8	-2	2	7	-3.5	0	17	20	14	32	-5
9	CC(C)C(=O)Nc1cccc(-c2nc3ccccc3o2)c1	0.0	1	·	-108	-0.5	18	-22	0	-112	-101	2
10	CC(=O)C1=C(O)C(=O)N(c2ccc(O)cc2)C1c1ccc(Cl)cc1 (configuration not stated)	-0.1	2	-1	-5	-0.3	-6	-4	2	10	-2	-6
11	Fc1cnc(N2CCN(c3ccccc3)CC2)nc1N1CCN(c2ccccc2)CC1	0.4	-2	0	11	5.1	-9	-6	-2	2	-10	-3
12	CN(C(=O)C1Cc2c(-c3ccccc3Oc3ccccc3)ccnc2O1)c1ccccc1 (configuration not stated)	-0.2	·	4	10	0.4	7	·	8	16	11	-12
13	Cc1ccc(-c2cc(C(=O)NCc3cn(C)nc3C)c3cc(Br)ccc3n2)cc1	-0.2	-42	-4	-37	-0.4	-3	-33	1	-104	-106	-3
14	CC1CCN(C(=O)COC(=O)c2cccc(S(=O)(=O)N(C)c3ccccc3)c2)CC1	0.0	4	-3	-10	3.4	13	-10	-2	-6	-22	-3
15	CCNc1nc(OC)nc(SCC(=O)Nc2ccccc2)n1	-0.1	-1	7	-23	-0.1	-4	-7	-1	21	18	0
16	Cc1cc(N2CCC(C(=O)NC3CC3)CC2)nc(-c2ccccc2)n1	0.0	0	4	3	-1.8	3	7	3	8	22	-4
17	CCOc1ccc(C(=O)Nc2nnc(C(C)C)s2)cc1OCC	0.0	-2	0	-6	-1.0	10	-26	-3	-39	-50	-5
18	COCCNC(=O)C1(C)CCCN(CCS(=O)(=O)c2ccc(C)cc2)C1 (configuration not stated)	0.2	·	5	-8	-1.1	-10	·	-5	-2	4	-6
19	O=C(Nc1ccc(F)cc1F)c1noc2c1CCC2	0.1	10	-3	-69	-0.7	-1	-9	-3	-144	-174	·
20	COc1ccc(C(=O)NC(=S)N2CCC(C)CC2)cc1	0.1	0	-6	-27	3.6	-5	0	-1	-29	-16	·
21	CC1(C)OC(=O)C2=C(C[C@@H](CCc3ccccc3)O[C@H]2C2CCCC2)O1	1.1	·	·	-9	-0.5	·	·	-2	10	·	-5
22	CCCS(=O)(=O)N1CCC(C(=O)NCCc2ccc(OC)c(OC)c2)CC1	0.1	2	0	-42	0.7	2	-11	-1	14	15	·
23	CCOC(=O)C1CCN(C(=O)CCc2ccccc2)CC1	0.0	2	-2	-15	0.1	-1	-5	1	-2	-3	-1
24	CCC(C(=O)NCCCN1CCCCCC1)n1nc(C)c2sc3ccccc3c2c1=O (configuration not stated)	-0.1	-1	-4	15	-0.7	3	-8	-8	18	-11	-3
25	O=C1CSC(c2cccnc2)N1Cc1cccnc1 (configuration not stated)	-0.3	0	19	1	0.3	9	3	5	22	18	-4
26	Cc1cccc(N(C(=O)c2sc(C)nc2C)C(C(=O)NCc2ccco2)c2ccccc2)c1 (configuration not stated)	0.4	1	4	1	-0.9	11	-1	0	22	16	-4
27	O=c1[nH]c(Cc2ccccn2)nc2scc(-c3ccc(Cl)cc3)c12	0.8	3	3	9	-0.4	-6	-1	0	-9	-10	-2
28	CCOc1ccc(S(=O)(=O)NCc2cccnc2)cc1C(C)C	0.1	2	-10	-50	-0.8	-5	9	-5	17	10	6
29	CCN(CC(=O)Nc1ccc(Br)cc1F)CC(=O)NC1CCS(=O)(=O)C1 (configuration not stated)	0.1	0	-2	-20	-2.2	-1	-7	1	4	2	-5
30	CC(=O)Nc1ccc(NC(=O)Cc2sc(-c3cccnc3)nc2-c2ccc(C)cc2)cc1	2.6	1	-11	-11	-0.5	0	10	4	3	3	-4
31	CCOC(=O)c1sc2ccc(S(=O)(=O)N3CCCCC3)cc2c1N	1.0	6	·	10	-1.3	-3	15	2	-24	19	-8
32	C[C@@H]1CN([C@@H](C)CO)C(=O)CCCn2nncc2CO[C@H]1CN(C)Cc1ccccc1	0.1	·	1	10	2.1	-4	·	1	3	4	-3
33	O=C(CC1SCCNC1=O)Nc1ccccc1Cl (configuration not stated)	-0.2	3	11	-6	-0.7	-6	-15	4	-27	-13	-1
34	Cc1nc(SCc2nc3ccc(F)cc3[nH]2)c2oc3ccccc3c2n1	0.3	·	6	4	8.8	3	17	-6	9	7	-10
35	C[C@H](CO)N1C[C@H](C)[C@H](CN(C)C(=O)Cc2ccncc2)Oc2ncc(Br)cc2C1=O	0.0	·	-2	17	-3.3	-1	·	-3	8	2	-7
36	Cc1nc(CS(=O)c2ccccc2)cc(N2CCOCC2)n1 (configuration not stated)	0.1	-1	15	3	-4.6	23	-2	-3	-1	12	-1
37	CCOC(=O)c1ccc(NC(=O)N2CCN(c3ccccn3)CC2)cc1	0.3	2	6	-13	-1.0	17	-3	-1	11	-6	-4
38	Cc1ccc(CNC(=O)C(=O)Nc2nccs2)cc1	-0.2	0	2	-9	-1.2	7	11	-1	-20	-35	-5
39	O=C(CCc1nc(-c2ccccc2)no1)NCc1cccnc1	0.1	-1	7	-61	3.1	-2	13	-1	15	-4	-7
40	S=C(Nc1ccc(Br)cc1)N1CCN(C2CCCCC2)CC1	0.1	1	11	18	1.6	-2	17	1	17	18	-8
41	COC(=O)N/N=C/c1cn(CCOc2cccc(OC)c2)c2ccccc12	-0.2	-2	-6	0	-0.5	-9	11	11	-7	6	-12
42	N#CC(c1ccc(Cl)nn1)c1c(F)cccc1Cl (configuration not stated)	-0.2	5	-3	26	0.5	11	10	-1	7	11	-5
43	c1ccc(Cc2nnc(Sc3ccccc3)c3ccccc23)cc1	-0.1	6	23	-28	-0.7	6	0	14	34	-37	-8
44	O=C(NCc1ccc(Cl)cc1Cl)Nc1ccccc1	-0.1	-1	10	-91	-0.5	-8	-70	-8	-234	-249	-4
45	CCC(=O)N1CCN(c2ccccc2NC(=O)c2cccc(C)c2)CC1	0.3	1	-3	-46	-0.4	-3	-7	0	20	8	-7
46	CCCOc1ccc(C(=O)NCC(c2ccco2)N(C)C)cc1OC (configuration not stated)	0.0	-1	8	-12	-0.8	-5	5	5	2	9	-16
47	CCCOc1ccc(N2C(=O)CC(NCc3cccs3)C2=O)cc1 (configuration not stated)	0.1	-4	-1	-11	-0.1	5	7	0	21	7	·
48	CC(=O)c1cccc(NC(=O)N2CCCc3ccccc32)c1	0.0	2	-15	-24	0.1	-1	-1	1	-47	-24	-8
49	N=C1S/C(=C\c2ccc(O)cc2)C(=O)N1c1ccc(F)cc1	-0.6	1	2	-1	-1.7	2	3	0	-5	-10	·
50	CCOC(=O)C1CCN(C(=O)CN(c2ccc(Cl)c(C(F)(F)F)c2)S(C)(=O)=O)CC1	0.1	5	-22	12	-2.7	-3	7	-4	5	5	·

Of the compounds above, 3 contain a furan ring, fused or not:
no.	canonical_smiles	aDG glyco act	NR2E3 ag-1	Vif imaging	NR2E3 ag-2	hiPSC survival	PDI inh	TRPM1 prom inh	Exocytosis inh	HIF-2a block	Peg3 promoter	CaV13 FRET inh
26	Cc1cccc(N(C(=O)c2sc(C)nc2C)C(C(=O)NCc2ccco2)c2ccccc2)c1 (configuration not stated)	0.4	1	4	1	-0.9	11	-1	0	22	16	-4
34	Cc1nc(SCc2nc3ccc(F)cc3[nH]2)c2oc3ccccc3c2n1	0.3	·	6	4	8.8	3	17	-6	9	7	-10
46	CCCOc1ccc(C(=O)NCC(c2ccco2)N(C)C)cc1OC (configuration not stated)	0.0	-1	8	-12	-0.8	-5	5	5	2	9	-16

(next part)
no.	canonical_smiles	aDG glyco act	NR2E3 ag-1	Vif imaging	NR2E3 ag-2	hiPSC survival	PDI inh	TRPM1 prom inh	Exocytosis inh	HIF-2a block	Peg3 promoter	CaV13 FRET inh
51	O=Cc1c(SCCO)nc2ccccn2c1=O	0.0	-2	-12	-3	-0.5	2	7	0	5	2	5
52	CC(=O)Nc1ccc(CN2CCCC(CO)(Cc3cccc(Cl)c3)C2)cc1 (configuration not stated)	-0.1	1	-4	-39	-0.2	1	-6	4	15	1	-3
53	COC(=O)c1ccccc1Oc1c(F)c(F)nc(N2CCOCC2)c1F	0.0	2	8	8	2.9	-5	0	-1	9	13	-5
54	COc1ccc2c(Cl)c(C(=O)N/N=C/c3cccnc3)sc2c1	-0.1	3	-4	-72	-0.4	-34	1	-16	-71	-47	-3
55	Cc1c(N(C)S(=O)(=O)c2cc(C(=O)N3CCCC3)ccc2Cl)c(=O)n(-c2ccccc2)n1C	-0.1	0	15	-4	0.8	-3	-6	-1	10	10	-6
56	O=C(NCC(c1cccnc1)N1CCN(c2ccc(F)cc2)CC1)c1cccc(Cl)c1 (configuration not stated)	0.3	-1	0	-5	-1.0	-3	8	0	10	0	·
57	CCOC(=O)N1CCN(C(=O)COc2cc(C)c(Cl)c(C)c2)CC1	-0.2	1	2	11	7.0	10	-5	-1	14	12	-1
58	COCCNC(=O)Cn1c(=O)oc2cc(S(=O)(=O)N3CC(C)CC(C)C3)ccc21 (configuration not stated)	0.0	7	-4	28	0.1	12	6	1	11	-1	-5
59	COc1cc(C2NC(=O)NC(c3ccccc3)=C2C(C)=O)cc(Cl)c1OCC(=O)O (configuration not stated)	-0.1	4	-2	6	1.0	0	0	-1	-1	-2	-5

Screening data: PubChem, several laboratories
